SIRT5 inh: SIRT5 desuccinylase inhibitors, primary screen, biochemical, fluorescence imaging, single point, set 5 | NAD-dependent protein deacylase sirtuin-5, mitochondrial (Homo sapiens), Q9NXA8 | Purified SirT5, succinyl-peptide AMC, trypsin-coupled fluorescence | inhibition, % at 15 µM | 1.1% of 330,000 active | AID 652115, 2013; in the data active means inhibition above about 15%; inconclusive means no clear call, values can overlap the other calls
Target sequence (Q9NXA8 whole entry, looked up): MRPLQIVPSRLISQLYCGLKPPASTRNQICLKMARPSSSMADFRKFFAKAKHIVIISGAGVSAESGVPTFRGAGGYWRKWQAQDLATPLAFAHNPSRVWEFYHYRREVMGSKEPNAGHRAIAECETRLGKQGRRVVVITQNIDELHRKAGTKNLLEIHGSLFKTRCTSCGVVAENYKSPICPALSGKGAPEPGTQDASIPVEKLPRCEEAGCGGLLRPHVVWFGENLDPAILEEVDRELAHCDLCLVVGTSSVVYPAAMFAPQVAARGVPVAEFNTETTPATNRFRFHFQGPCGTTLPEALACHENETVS
FN deposit inh: inhibitors of fibronectin matrix deposition, primary screen, AH1F cells, Alexa488-fibronectin fluorescence, plate reader | AH1F fibroblasts, overnight | inhibition, % at 12.6 µM | 0.086% of 350,000 active;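 active means mean inhibition across replicates of 30% or more, regardless of how many single replicates reach that level; inconclusive means mean under 30% yet at least half of replicates reach 30%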;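 further: positive control wells lacked labelled fibronectin entirely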
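Material: AH1F fibroblasts assembling fluorescent fibronectin matrix; amount: 10000 AH1F cells/well; medium: DMEM, 2% serum; reagent: Alexa488-fibronectin, 24 nM final in well; dosing: single compound dose, delivered by pin transfer; incubation: 1 h adhesion, overnight exposure; detection: fluorescence after three HBSS washes, excitation 485 nm, emission 525 nm; measure: fibronectin deposition inhibition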
LGR2 inh: inhibitors of bursicon-induced LGR2 CRE-luciferase signal, primary screen, cell-based, HEK293, CRE-luciferase reporter, bursicon stimulation; bursicon-stimulated, 4 h; inhibition, % at 9.99 µM; 0.35% of 380,000 active;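 active means drop in luminescence signal, shown as inhibition above about 50% in the replicate tests, limit read from the data, passing the limit was not always enough; inconclusive means probably only some replicates passing the limit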;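 further: agonist challenge used bursicon conditioned medium at about half maximal strength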
Statin myotox sup: suppressors of statin myotoxicity in C2C12 myotubes, primary screen, cell-based, single point, plate reader | rescue of ATP level, % at 7.49 µM | 0.78% of 330,000 active | C2C12 myotubes + simvastatin, ATP luminescence, 48 h; scaled: DMSO 0, geranylgeraniol control 100 | AID 602340, 2012;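 active means mean ATP rescue above about 67%, or every replicate alone reaching that limit, limit read from the data, passing the limit was not always enough; inconclusive means no clear call, values can overlap the other calls; inactive means mean under the limit and some replicate under it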;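 further: myotubes were challenged with 10 µM simvastatin during compound exposure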
S100A4 MyoIIA: inhibitors of S100A4-myosin IIA peptide binding, primary screen, biochemical, fluorescence polarization, TAMRA-MyoIIA peptide | inhibition, % at 10.7 µM | 0.14% of 360,000 active;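 active means mean inhibition of at least 70% across replicates, with every replicate also reaching that level; inconclusive means mean inhibition reaches 70% but some replicates fall short; inactive means mean inhibition below 70%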
Target sequence (P26447 whole entry, looked up): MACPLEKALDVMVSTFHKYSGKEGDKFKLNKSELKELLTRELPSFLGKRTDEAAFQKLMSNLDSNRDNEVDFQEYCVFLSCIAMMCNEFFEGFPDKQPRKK
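Test system: S100A4 monomer protein; Medium: HEPES pH 7.2 with CaCl2, KCl, NaCl, DTT, Triton; Probe or stimulus: TAMRA-labelled myosin IIA heavy-chain peptide probe, 5 nM; Doses: one dose per compound; Times: polarization read 5 min after assay mix addition, stable 5–60 min; Benchmarks: neutral control DMSO, positive control TFP.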
esBAF inh: Bmi1 luciferase reporter increase in mESCs, primary screen, esBAF inhibitor project, mouse ES cells, Bmi1 luciferase knock-in, single point. 24 h; 100% = twice the neutral-well signal. reporter increase, % at 12.5 µM. 2% of 350,000 active. AID 602393, 2012; in the data active means activation above about 40%; inconclusive means no clear call, values can overlap the other calls;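 further: 0% = median of the plate's neutral control wells and 100% = double that signal; a rise in the Bmi1 reporter signal indicates esBAF inhibition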
CASP6 VEID inh: human caspase-6 inhibitors, primary screen, biochemical, VEID-R110 fluorescence, single point, set 2. purified caspase-6, Z-VEID-R110 cleavage fluorescence. inhibition, % at 12.5 µM. P55212. 0.53% of 350,000 active;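 active means mean inhibition across replicates at least about 35%, with every replicate also reaching that limit, limit read from the data; inconclusive means only one of the two criteria met; inactive means neither criterion met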;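 further: 0% = median of neutral control wells and 100% = no fluorescence left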
Target sequence (P55212 24-179 limits assumed): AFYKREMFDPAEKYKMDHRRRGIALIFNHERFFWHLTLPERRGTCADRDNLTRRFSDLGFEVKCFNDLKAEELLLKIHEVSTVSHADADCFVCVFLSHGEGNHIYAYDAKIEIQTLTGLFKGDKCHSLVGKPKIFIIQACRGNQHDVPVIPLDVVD
Target sequence (P55212 194-293 limits assumed): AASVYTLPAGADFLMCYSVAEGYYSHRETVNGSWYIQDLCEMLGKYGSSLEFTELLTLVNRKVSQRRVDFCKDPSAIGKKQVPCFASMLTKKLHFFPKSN
Numbers without * were called inactive; ? = inconclusive; nt = no result given. Not all compounds are listed, so the mix of outcomes need not match the whole.

SMILES	SIRT5 inh	FN deposit inh	LGR2 inh	Statin myotox sup	S100A4 MyoIIA	esBAF inh	CASP6 VEID inh
O=[N+]([O-])c1ccc2oc(C3CCCCC3)nc2c1	-3	nt	-30	-8	0	44*	-1
CCn1c(CCCNC(=O)c2cccs2)nc2ccccc21	-3	nt	14	-6	-2	-1	-2
COc1cccc(-c2cnc3cccnn23)c1	nt	9	-64	-3	-1	39	-1
Cc1nc(N2CCN(c3ccccn3)CC2)c2c(C)c(C(=O)N3CCN(c4cccc(Cl)c4)CC3)sc2n1	-7	-4	14	1	-2	-2	-2
COc1ccc(C=C2NC(=S)NC2=O)cc1	1	15	7	-2	-2	-4	-2
O=S(=O)(Nc1ccccc1)C1CCCCC1	0	-8	-1	1	-1	2	-4
COC(=O)C[C@H]1C[C@H]2c3cc(NC(=O)Nc4ccccc4)ccc3O[C@H]2[C@H](CO)O1	-1	nt	13	2	34	1	0
Cc1nn(C)cc1/C=N/NC(=O)c1ccco1	1	1	nt	-1	0	34	2
O=C1CCCN1CCCNc1ccc2nnc(CCC(=O)N3CCN(c4ccc(F)cc4)CC3)n2n1	-4	-1	2	0	-6	-2	-1
COc1ccc(NC(=O)c2ccc(COc3ccccc3OC)o2)cc1OC	nt	nt	1	1	nt	7	nt
COCc1cn(CC[C@@H]2CC[C@@H](NC(=O)Nc3ccc(F)cc3)[C@@H](CO)O2)nn1	-1	nt	-4	0	0	-1	-2
Cc1ccc(NC(=O)COC(=O)CCc2c[nH]c3ccccc23)cc1	nt	nt	-2	30	-2	-2	-3
CCc1nc2ccc(C(=O)N3CCC(O)(Cc4ccccc4)CC3)cn2c1N(C)C(=O)Cc1ccccc1	nt	nt	-1	-23	-1	-11	-6
CC(C)(C)c1ccccc1NC(=O)c1ccc2c(c1)SC1=NS(=O)(=O)CCN12	0	0	-1	nt	6	nt	-1
COc1ccc(S(=O)(=O)N(C)C[C@@H]2Oc3cc(C#CC4CCCCC4)ccc3S(=O)(=O)N([C@H](C)CO)C[C@@H]2C)cc1	-4	nt	6	26	11	nt	0
Cc1ccc(N2CC(C(=O)N3CCC(C(=O)NC(C)(C)C)CC3)CC2=O)cc1 (stereo not given)	-1	12	-5	-7	1	1	0
CO[C@@H]1CN(C)C(=O)c2ccc(NC(=O)Nc3ccc(Cl)cc3)cc2OC[C@H](C)NC[C@H]1C	nt	1	12	-24	nt	8	nt
CO[C@@H]1CN(C)C(=O)c2ccc(NC(=O)C3CCOCC3)cc2OC[C@H](C)N(Cc2nccs2)C[C@H]1C	-3	6	15	6	nt	0	nt
COc1ccc(-c2cn(CC[C@H]3CC[C@@H](NC(=O)Nc4ccc(F)cc4)[C@H](CO)O3)nn2)cc1	-2	11	-17	nt	3	nt	0
COc1cc(-c2cc(-c3ccccc3)nc(SCC(=O)O)c2C#N)cc(OC)c1OC	-4	7	-14	13	-2	-5	2
CCN(CC)c1ccc(NS(=O)(=O)c2ccc(OC)cc2)cc1	-6	-3	0	nt	-4	nt	2
CC(C)NC(=O)N(C)C[C@H]1Oc2c(NS(=O)(=O)c3ccccc3)cccc2C(=O)N([C@@H](C)CO)C[C@H]1C	-1	-7	26	15	-2	-5	0
CCN(CC)C(=O)CSC1=Nc2ccccc2C2=NC(Cc3c[nH]c4ccccc34)C(=O)N12 (stereo not given)	nt	4	nt	-1	nt	-4	nt
CCN1C(=O)[C@H]2[C@@H](c3ccc(-c4ccccc4)cc3)N[C@@](CC(C)C)(C(=O)OC)[C@H]2C1=O	nt	-16	15	10	-1	-2	3
Cc1cccc(C)c1NC(=O)C(c1ccccc1F)n1c(=O)c(-c2cc3ccccc3[nH]2)nc2ccccc21 (stereo not given)	1	-5	-8	nt	-1	nt	-2
Nn1cnnc1N/N=C/c1ccc(Cl)c([N+](=O)[O-])c1	-2	4	?	nt	1	nt	17
CCN(CC)S(=O)(=O)c1ccc2oc(C(=O)Nc3ccc(OC)cc3OC)c(C)c2c1	nt	-13	nt	-2	nt	12	nt
COCCNc1ncnc2c1[nH]c1ccccc12	-3	-1	4	nt	-3	nt	7
O=C(O)c1[nH]c2ccccc2c1NS(=O)(=O)c1ccc(F)cc1	2	-12	9	-2	-1	-5	0
O=C(C[C@@H]1C[C@H]2c3cc(NC(=O)Nc4ccccc4F)ccc3O[C@H]2[C@@H](CO)O1)NC1CCCC1	-4	-5	-6	21	3	3	0
O=C(NCc1ccc(F)cc1)[C@H]1[C@H](CO)[C@H]2Cn3c(cccc3=O)[C@@H]1N2C(=O)C1CC1	-4	nt	-5	nt	0	nt	0
O=S(=O)(c1cccs1)N1CCN(c2ccccn2)CC1	nt	-4	nt	-4	nt	0	nt
CO[C@H]1CN(C)C(=O)c2cc(NC(=O)c3ccc4c(c3)OCO4)ccc2OC[C@@H](C)NC[C@@H]1C	1	1	-5	-9	6	-1	2
COc1cccc(C(=O)c2cc3ccc(O)cc3oc2=O)c1	13	nt	6	23	-1	8	1
Cc1ccc(O)c(C2=NOC(O)(C(F)(F)F)C2)c1 (stereo not given)	nt	nt	16	-1	nt	0	nt
CCC(=O)N1CCCCN2[C@H](C1)[C@H](c1ccc(-c3cccc(C(=O)N(C)C)c3)cc1)[C@@H]2CO	-9	nt	-5	nt	-9	nt	1
NC(=S)N/N=C/c1ccc(-c2cc(Cl)c(Cl)cc2Cl)o1	1	-2	nt	nt	11	nt	4
CCNC(=O)Nc1ccc2c(c1)C(=O)N(C)[C@H]1CC[C@H](CC(=O)Nc3ccccc3F)O[C@@H]1CO2	nt	-1	2	0	nt	-2	nt
O=C(NCC(=O)N1CCc2ccccc2C1)c1ccc(Cl)cc1Cl	-4	11	-4	3	0	-2	3
Cc1ccc(Cc2c(-c3cccc(Br)c3)nc3ccc(Cl)cn23)cc1	-4	-11	-32	0	-15	13	-2
Cc1cccc(-n2nc3c(c2NC(=O)c2ccco2)CS(=O)(=O)C3)c1C	nt	nt	2	nt	2	nt	-7
CCOC(=O)c1cnc2c(c(C)nn2-c2ccc(C)cc2)c1Cl	-4	0	32	5	-1	13	-5
Nc1ccn([C@@H]2O[C@H](CNCc3ccc(Oc4cc(-n5cccn5)ncn4)cc3)[C@@H](O)[C@H]2O)c(=O)n1	-5	5	-13	8	-2	0	-2
C[C@@H]1CN([C@H](C)CO)C(=O)c2cccc(NC(=O)Nc3ccccc3)c2O[C@H]1CN(C)Cc1ccc(Oc2ccccc2)cc1	5	nt	nt	17	14	-4	1
CN1C(=O)c2cc(NC(=O)c3cccs3)ccc2OC[C@@H]2O[C@H](CC(=O)O)CC[C@@H]21	-3	2	-1	1	-1	2	1
CO[C@@H]1CN(C)C(=O)c2ccc(NS(=O)(=O)c3ccc(C)cc3)cc2OC[C@H](C)N(C(=O)NC(C)C)C[C@H]1C	nt	10	-3	7	nt	-3	nt
Cc1ccc(C)c(OC(=O)c2cccc(S(=O)(=O)N3CCN(C)CC3)c2)c1	-1	nt	6	-3	-2	-4	-5
CS(=O)(=O)Nc1ccc2c(c1)[C@H]1C[C@@H](CC(=O)NC3CCCC3)O[C@@H](CO)[C@H]1O2	-1	nt	5	0	-13	-3	-2
C[C@@H]1CN([C@H](C)CO)C(=O)c2cccc(NC(=O)c3ccc(-c4nccs4)cc3)c2O[C@H]1CN(C)Cc1ccccc1	5	nt	2	18	9	11	nt
CCN1CCN(c2cc(=O)n(C3CCCCC3)c(=O)[nH]2)CC1	-7	0	-1	-8	3	10	-2
CC1(C(=O)O)CCCN(C(=O)C2(c3ccc(Cl)cc3)CCCC2)C1 (stereo not given)	nt	nt	11	8	0	-1	1
CCCC(=O)N1CCC2(CC1)CN(C(=O)C1CCCC1)[C@H](CO)c1[nH]c3cc(OC)ccc3c12	5	nt	2	nt	-34	nt	0
CCS(=O)(=O)N1CCC2(CC1)OCCN2S(=O)(=O)c1ccc(C)cc1	-4	-4	9	-10	-4	0	0
COc1ccc(NC(=O)N[C@H]2CC[C@@H](CCn3cc(-c4ccc(F)cc4)nn3)O[C@H]2CO)cc1	5	3	-10	4	-52	-1	0
Cc1ccc(CNC(=O)C(NS(=O)(=O)c2ccc3nc(C)sc3c2)C(C)C)cc1 (stereo not given)	nt	2	-15	-6	19	0	4
O=[N+]([O-])c1ccc(COc2ccccc2CN2CCCC2)cc1	-1	-6	-8	0	-1	2	-23
COc1cccc(S(=O)(=O)NCc2ccc(C(=O)NCc3ccccn3)cc2)c1	1	4	0	5	0	-7	-5
Cc1nc2ccc(Cl)cc2n1C	-1	nt	-23	nt	-4	nt	4
CN(C)C(=O)c1ccc(-c2ccc([C@H]3[C@@H](CO)N4CCCCN(S(C)(=O)=O)C[C@H]34)cc2)cc1	0	nt	-15	nt	2	nt	0
CCOC(=O)c1c(CN2CCN(Cc3ccccc3)CC2)n(C)c2cc(Br)c(OC)cc12	nt	-2	nt	2	nt	-7	nt

Entries listed so far with a nitro group on carbon, in the order listed:
SMILES	SIRT5 inh	FN deposit inh	LGR2 inh	Statin myotox sup	S100A4 MyoIIA	esBAF inh	CASP6 VEID inh
O=[N+]([O-])c1ccc2oc(C3CCCCC3)nc2c1	-3	nt	-30	-8	0	44*	-1
Nn1cnnc1N/N=C/c1ccc(Cl)c([N+](=O)[O-])c1	-2	4	?	nt	1	nt	17
O=[N+]([O-])c1ccc(COc2ccccc2CN2CCCC2)cc1	-1	-6	-8	0	-1	2	-23

Further entries.
SMILES	SIRT5 inh	FN deposit inh	LGR2 inh	Statin myotox sup	S100A4 MyoIIA	esBAF inh	CASP6 VEID inh
COC(CNC(=O)c1ccc2nc(-c3ccccc3)c(-c3ccccc3)nc2c1)OC	3	0	7	nt	-4	nt	-1
COc1cccc(CN(C)C(=O)CN2C(=O)NC(c3ccccc3)(c3ccccc3)C2=O)c1OC	-5	0	5	23	-1	-12	2
COc1cc(OC)cc(-c2c(-c3cccs3)c3cc(-c4ccc(OC)nc4)ccc3n2C)c1	nt	-9	4	-3	5	-14	2
C[C@H](NC(=O)[C@@H]1Cc2ccccc2CN1)C(=O)Nc1ccc2c(c1)OCCO2	-4	-1	5	4	-2	4	-1
COc1ccc(CNC(=O)C2=CCN(S(=O)(=O)c3ccc(C)cc3)CC2)cc1	0	5	15	1	-7	3	6
CC=Cc1ccc2n(c1=O)C[C@H]1[C@H](CO)[C@@H](C(=O)NCCN3CCCC3)N(C(=O)NCCC)[C@@H]21 (mixture of isomers)	-8	nt	4	-4	-5	4	0
CN(Cc1ccccc1F)C(=O)c1ccc(Oc2ccccc2)cc1	-5	-2	-30	-5	-7	13	-2
C[C@H](NC(=O)C[C@H]1CC[C@H]2[C@@H](COC[C@H](O)CN2Cc2ccc(C(F)(F)F)cc2)O1)c1ccccc1	0	-25	-12	-14	-25	6	2
CCCC(=O)Nc1ccc2c(c1)C(=O)N(C)C[C@@H](OC)[C@@H](C)CN(C(=O)c1ccccc1F)[C@@H](C)CO2	-4	6	-7	5	7	3	-2
O=[N+]([O-])c1cc(/C=N\Nc2nc(-c3ccccc3)cs2)ccc1O	-1	-2	15	nt	1	nt	-1
COCC#Cc1cnc2c(c1)C(=O)N([C@H](C)CO)C[C@H](C)[C@H](CN(C)C(=O)Nc1ccccc1F)O2	-9	-8	13	28	4	-5	-3

Screening results from PubChem BioAssay.
